Screening results deposited in PubChem BioAssay by National Center for Advancing Translational Sciences (NCATS).
mIDH1 inhibitor – qHTS for Inhibitors of mutant isocitrate dehydrogenase 1 (IDH1): qHTS | IDH1-R132H enzyme, NADPH consumption, diaphorase/resazurin fluorescence | Isocitrate dehydrogenase [NADP] cytoplasmic (Homo sapiens), O75874 | 390,000 tested, 0.093% active | Potency, µM (highest dose often 76.6 µM), without a hit: top-dose activity change, negative = inhibition, actives largely listed as inhibitors; also: potency is read from the fitted curve at half-maximal effect; % is scaled to controls: 0 for no effect and ±100 for the full control effect; nearly all actives have a fitted effect of over 65% in size
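IDH1-R132H (0.5 ug/mL) preincubated 30 min with compound, then NADPH (0.016 mM) and alpha-KG (2 mM) added; 80 min at RT, pH 7.5. Remaining NADPH coupled via diaphorase/resazurin to fluorescence (540/590 nm); concentration-response curves normalized to no-enzyme control.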
PI4K2A block – qHTS for small molecular inhibitors of PI4K2A | activity change, negative = inhibition, % at 76.9 µM | 420,000 tested, 0.13% active | Phosphatidylinositol 4-kinase type 2-alpha (Homo sapiens), Q9BTU6 | purified PI4K2A, ADP-Glo luminescence, 1 h; active compounds read low | AID 1346378, 2018; in the data active = activity change below about -50%; inconclusive = mostly about -30% to -49%;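 also: -100% = wells without enzyme as full effect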
Target sequence (Q9BTU6 whole entry, looked up): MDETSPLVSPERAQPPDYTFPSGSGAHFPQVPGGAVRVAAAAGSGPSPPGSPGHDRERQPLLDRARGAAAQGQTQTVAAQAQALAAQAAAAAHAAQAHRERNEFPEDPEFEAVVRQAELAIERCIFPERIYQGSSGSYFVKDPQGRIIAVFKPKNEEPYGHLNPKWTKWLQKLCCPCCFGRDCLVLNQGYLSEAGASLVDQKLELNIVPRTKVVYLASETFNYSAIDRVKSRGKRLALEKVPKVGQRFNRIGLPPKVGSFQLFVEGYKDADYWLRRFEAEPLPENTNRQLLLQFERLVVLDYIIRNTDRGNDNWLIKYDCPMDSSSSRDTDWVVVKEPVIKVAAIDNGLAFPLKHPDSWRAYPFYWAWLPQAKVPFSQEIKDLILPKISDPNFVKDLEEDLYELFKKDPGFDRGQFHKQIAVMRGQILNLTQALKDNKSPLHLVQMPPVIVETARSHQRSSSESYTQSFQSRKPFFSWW
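ADP-Glo luminescence measured ADP generated by PI4K2A enzyme (4 ug/mL before mixing) with 1.2 mM PI substrate (pre-mix) and 300 microM ATP (pre-mix). Tris pH7.5 buffer with MgCl2, Triton X-100; 1 h reaction at ambient temperature.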
USP1 inh – Inhibitors of USP1/UAF1: Primary Screen. 390,000 tested, 0.23% active. Potency, µM (series often up to 57.1 µM), without a hit: top-dose activity change, negative = inhibition, hits mostly inhibitors. recombinant USP1/UAF1, Ub-Rhodamine cleavage fluorescence; also: potency is read from the fitted curve at half-maximal effect; % is scaled to controls: 0 for no effect and ±100 for the full control effect; nearly all actives have a fitted effect of over 60% in size; inactives centre near -12
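High-throughput fluorogenic screen: 1nM USP1/UAF1 complex, Ub-Rho substrate 150nM final, 50mM HEPES pH 7.8 with 0.5mM EDTA, 0.1 mg/ml BSA, 1mM TCEP and 0.01% Tween-20.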
Glioma ERSR ind – qHTS for Inducers of the Endoplasmic Reticulum Stress Response (ERSR) in Human Glioma: qHTS | U87-MG GRP78 promoter luciferase reporter, 16 h | Potency, µM, for inactives: top-dose activation, actives largely listed as activators | 420,000 tested, 0.02% active | AID 602332, 2012; also: potency is read from the fitted curve at half-maximal effect; series mostly up to about 76 µM; % of control where 0% means no effect; nearly all actives have a fitted effect of over 35% in size
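Stably transfected U87-MG human glioma cells carrying a GRP78-based luminescent sensor were seeded at 1000 cells/well, pin-dosed with compounds and incubated 16 h. Luciferase reagent was then added, and end-point luminescence was read after 10 min at room temperature.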
LDHA block – qHTS assay for inhibitors of human lactate dehydrogenase; L-lactate dehydrogenase A chain (Homo sapiens), P00338; purified LDHA, NADH/diaphorase-resazurin fluorescence; active compounds read low; activity change, % (values are at about 110 or 230 µM); 480,000 tested, 0.15% active; AID 1347041, 2019; in the data active = activity change below about -30%; inconclusive = mostly about -25% to -30%;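 also: plate controls were DMSO wells for no effect and wells without enzyme for full effect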
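Human LDH5 (2 nM) was incubated with 0.06 mM NADH and 0.2 mM pyruvate for 5 min at room temperature in Tris pH 7.4. Remaining NADH was coupled through diaphorase/resazurin, and resorufin fluorescence was read at 0 and 20 min.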
Vif-APOBEC3G blk – qHTS for Inhibitors of Vif-A3G Interactions: qHTS | DNA dC->dU-editing enzyme APOBEC-3G (Homo sapiens), Q9HC16 | HeLa A3G-eYFP + Vif (tagged APOBEC3G with the HIV-1 protein that degrades it), YFP fluorescence, overnight | Potency, µM (titrated, usually from 46.1 µM), for inactives: at the highest dose activity, negative = active, hits mostly inhibitors | 410,000 tested, 0.076% active;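 also: potency is read from the fitted curve at half-maximal effect; % is scaled to controls: 0 for no effect and ±100 for the full control effect; nearly all actives have a fitted effect of over 60% in size; hits raise eYFP signal because A3G escapes Vif-driven loss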
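Read-out is eYFP fluorescence (Ex 488/Em 500-530) from Vif-expressing HeLa A3G-eYFP cells; more signal means A3G escaped Vif-mediated degradation. Cells plated overnight, compound pinned in, incubated overnight at 37 deg C.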
RXFP1 ag – qHTS Assay for Agonists of the Relaxin Receptor RXFP1; Relaxin receptor 1 (Homo sapiens), Q9HBX9; 370,000 tested, 0.3% active; HEK293T-RXFP1 cAMP TR-FRET, 30 min; response scale: percent of porcine relaxin response, buffer zero; Potency, µM (titrated, usually from 57.5 µM), for the others: at the highest dose activation, most hits filed as activators; also: potency is read from the fitted curve at half-maximal effect; % is scaled to controls: 0 for no effect and ±100 for the full control effect; nearly all actives have a fitted effect of over 60% in size; many of its hits are not listed in these tables
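cAMP rise read by TR-FRET after 30 min, 37C compound exposure (up to 58 uM) in RXFP1-transfected HEK293 cells with Ro 20174 present. EC50 from Hill-equation fits, with 29 nM porcine relaxin as 100% and buffer as basal.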
TrxR1 substrate – qHTS Assay for Substrates of Mammalian Selenoprotein Thioredoxin Reductase 1 (TrxR1): qHTS. Potency, µM (top dose mostly 114 µM), without a hit: at the highest dose activity change, negative = substrate turnover. AID 588456, 2011. purified TrxR1 substrate turnover, NADPH consumption readout. 390,000 tested, 0.01% active. Thioredoxin reductase 1, cytoplasmic (Rattus norvegicus), O89049; also: potency is read from the fitted curve at half-maximal effect; % is scaled to controls: 0 for no effect and ±100 for the full control effect; nearly all actives have a fitted effect of over 50% in size
Target sequence (O89049 whole entry, looked up): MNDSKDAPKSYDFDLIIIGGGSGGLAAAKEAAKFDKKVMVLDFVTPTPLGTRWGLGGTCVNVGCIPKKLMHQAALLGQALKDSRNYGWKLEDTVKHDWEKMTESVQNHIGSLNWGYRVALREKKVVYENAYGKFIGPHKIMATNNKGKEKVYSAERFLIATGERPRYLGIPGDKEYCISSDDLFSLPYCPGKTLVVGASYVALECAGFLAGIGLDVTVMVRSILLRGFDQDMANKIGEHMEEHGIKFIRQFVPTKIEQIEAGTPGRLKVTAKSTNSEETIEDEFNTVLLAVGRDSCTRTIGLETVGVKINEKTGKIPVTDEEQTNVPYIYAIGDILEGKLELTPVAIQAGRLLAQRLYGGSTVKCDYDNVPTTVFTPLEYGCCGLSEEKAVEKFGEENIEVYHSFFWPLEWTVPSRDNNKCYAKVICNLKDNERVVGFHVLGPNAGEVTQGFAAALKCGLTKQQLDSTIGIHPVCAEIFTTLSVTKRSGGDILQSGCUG
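Rat TrxR1, dispensed at 90 nM, was prereduced with 400 uM NADPH (final) for 5 min at ~22 deg C, then incubated with compound 15 min before 400 uM selenite. A first-read NADPH fluorescence drop versus no-compound background flagged substrates.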
Vif-APOBEC3F blk – qHTS for Inhibitors of Vif-A3F Interactions: qHTS | HeLa A3F-eYFP + Vif (tagged APOBEC3F with the HIV-1 protein that degrades it), YFP fluorescence increase | Potency, µM (doses to about 46.1 µM), without a hit: at the top dose activity, negative = active | 390,000 tested, 0.2% active; also: potency is read from the fitted curve at half-maximal effect; % of control where 0% means no effect; nearly all actives have a fitted effect of over 65% in size
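Fluorescence increase (Ex 488/Em 500-530) after overnight compound treatment at 37 deg C flags inhibition of Vif-driven A3F-eYFP loss in stable HeLa A3F-eYFP/Vif cells seeded overnight beforehand.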
Numbers without * were called inactive; ? = inconclusive; nt = not tested or not shown; & = joins results of further samples; [ ] = remark or other dose. Unless noted, calls follow the shape of the dose curve; as a rule, active = well fitted curve in the direction sought with a large enough effect; inconclusive = small, poorly fitted or top-dose-only effect, or another doubt; inactive = no such curve, though single readings can be large; an effect the other way counts as inactive or inconclusive. An excerpt; the hit share may differ from the screen's.

smiles,USP1 inh,TrxR1 substrate,Glioma ERSR ind,PI4K2A block,RXFP1 ag,LDHA block,Vif-APOBEC3F blk,mIDH1 inhibitor,Vif-APOBEC3G blk
CCOc1ccc(OCCC(=O)N(CCC2=CCCCC2)c2c(N)n(Cc3ccccc3)c(=O)[nH]c2=O)cc1,-8%,-11%,-3%,-5,-2.7%,-5,5%,9%,-16%
CN(CC(=O)Nc1cccc(F)c1)C(=O)c1sc2ccccc2c1Cl,-22%,-6%,8%,0,2.6%,-5,12%,-17%,0%
Oc1ccccc1-c1nc(NC2CCCC2)c2ccccc2n1,-22%,1%,-3%,5,-0.6%,-2,2%,-5%,-4%
COc1ccc(C(=O)CC(=O)c2ccccc2O)cc1,-19%,-8%,4%,2,0.2%,2,-11%,-10%,-2%
CCCCOc1ccc(N2C(=O)CC(NCc3ccncc3)C2=O)cc1 (configuration not stated),-7%,6%[57.1 µM],0%,-3,-0.3%,-4,13%,-7%,5%
Cc1onc(-c2c(F)cccc2Cl)c1C(=O)NCc1ccc(S(N)(=O)=O)cc1,-10%,2%,-1%,-1,0.9%,-7,-7%,0%,7%
C=CC[C@H](CC(=O)NCCO)C(=O)NCCOC(=O)[C@@H](CC=C)CC(=O)OC(C)(C)C,19%,-3%,-2%,1,nt,1,3%,3%,0%
CCc1noc(C)c1C(=O)OCC(=O)N1CCc2ccccc21,-9%,-3%,-2%,-3,2.5%,0,-11%,3%,4%
O=C(Cc1ccc(NC(=O)C2CCN(C(=O)C3CC3)CC2)cc1)Nc1ccc(C(=O)N2CCOCC2)cc1,-4%,-1%,-1%,-3,nt,-6,-7%,3%[38.3 µM],3%
COc1ccc(NS(=O)(=O)c2ccc(C)c(C(=O)NCCCn3ccnc3)c2)cc1,-15%,nt,-2%,6,nt,1,2%,-1%,4%
COc1ccc(Cl)cc1C(=O)Nc1ccc(-c2nnc3n2CCCCC3)cc1,-11%,-4%,2%,4,0.9%,-12,6%,29%,3%
COc1ccc(C(=O)O)cc1S(=O)(=O)N1CCCc2ccccc21,-15%,-2%,-2%,-10,-0.9%,2,-1%,1%,4%
CC(=O)N1CCN(c2nc3cc4c(cc3nc2NS(=O)(=O)c2ccccc2)OCCO4)CC1,-18%,11%[57.1 µM],-2%,1,1.8%,1,-10%,-2%,-2%
Cc1ccc(C)c(CSc2nnc([C@@H]3CCCN3)o2)c1,-9%,-2%,-1%,-1,-0.1%,-15,3%,-4%,-2%
COc1c(/C=N/Nc2ccc([N+](=O)[O-])cc2[N+](=O)[O-])c(C)nn1-c1ccccc1,-17%,-7%,-5%,6,-0.8%,-4,-3%,8%,2%
O=C(c1ccccc1)c1ccc2c(c1)OCCCO2,-19%,0%,-3%,3,-0.8%,-4,?,-6%,2%
CC(=O)Nc1ccc(NC(=O)Oc2ccccc2)cc1,3%,3%[57.1 µM],-1%,-7,0.1%,-2,2%,1%,3%
OCC1OC(n2cnc3ccccc32)CC1O (configuration not stated),?,2%[2.29 µM],-5%,2,5.8%,-9,-2%,-2%,0%
CC(C)c1ccc(-c2noc(SCC(=O)N3CCN(c4ccccc4F)CC3)n2)cc1,-29%,-9%[57.1 µM],-2%,2,1.9%,1,3%,-25%,0%
COc1ccc(C(=O)Nc2cccc([N+](=O)[O-])c2)cc1Br,-24%,-8%,-5%,-5,nt,-1,1%,1%,-9%

Brought forward from above: three entries, followed by the next part.
smiles,USP1 inh,TrxR1 substrate,Glioma ERSR ind,PI4K2A block,RXFP1 ag,LDHA block,Vif-APOBEC3F blk,mIDH1 inhibitor,Vif-APOBEC3G blk
OCC1OC(n2cnc3ccccc32)CC1O (configuration not stated),?,2%[2.29 µM],-5%,2,5.8%,-9,-2%,-2%,0%
CC(C)c1ccc(-c2noc(SCC(=O)N3CCN(c4ccccc4F)CC3)n2)cc1,-29%,-9%[57.1 µM],-2%,2,1.9%,1,3%,-25%,0%
COc1ccc(C(=O)Nc2cccc([N+](=O)[O-])c2)cc1Br,-24%,-8%,-5%,-5,nt,-1,1%,1%,-9%
CCc1cc(C(=O)N(CCCOC)c2c(N)n(Cc3ccccc3)c(=O)[nH]c2=O)sc1C,-18%,-3%[57.1 µM],1%,-3,1.1%,-4,8%,-4%,-2%
CCOC(=O)C(C)Sc1nnc(-c2ccccc2O)n1-c1ccc(C)cc1 (configuration not stated),-8%,-1%,4%,4,1.8%,-5,6%,4%,-1%
CCOC(=O)NC(C(F)(F)F)(C(F)(F)F)P(=O)(c1ccccc1)c1ccccc1,-12%,3%,-5%,-3,-1.6%,-1,5%,2%,-3%
COC(=O)N1[C@H](Cc2ccccc2)C=C[C@]1(C)C(=O)NCc1ccccn1,-14%,0%,-1%,0,2.0%,3,-16%,8%,2%
Cc1ccc(/C=C/C(=O)Nc2cccc3cccnc23)o1,-24%,-7%,-4%,-4,3.6%,9,-14%,5%,-8%
COc1ccccc1N1C(=O)c2cccnc2C1=O,-9%,-3%,-2%,-3,3.4%,-1,2%,-5%,-1%
O=C(CC(O)CCc1ccccc1)c1ccc(O)cc1 (configuration not stated),?,0%,1%,-1,nt,-3,5%,-8%,-1%
COc1ccc(/C=C2\SC(=S)N(CCCC(=O)N3CCOCC3)C2=O)cc1,-12%,-11%,-12%,-4,nt,2,1%,4%,1%
CCOC(=O)C1CCN(S(=O)(=O)c2cccc(-c3cn4ccccc4n3)c2)CC1,-3%,-3%,8%,4,-0.1%,-7,-5%,0%,0%
CCn1nnc2cc(C(=O)Nc3cccc(Cl)c3)ccc21,-11%,4%[57.1 µM],0%,8,0.8%,1,1%,10%,2%
Cc1cc(NC(=O)CSCC(=O)OCc2nnc(-c3ccccc3)o2)no1,-21%,1%,5%,0,-0.2%,-1,-7%,0%,1%
CC(C)N(C)c1ncnc2c1ncn2[C@H]1CN(Cc2cccs2)C[C@@H](CO)O1,nt,nt,-4%,4,nt,-7,nt,nt,-2%
Cc1ccc(C(=O)NCc2ccccc2F)cc1S(=O)(=O)N1CCCC1,-7%,6%[57.1 µM],0%,-1,-1.9%,-18,3%,-10%,8%
S=C(Nc1cccc(Cl)c1Cl)Nn1cnnc1,-6%,1%,-1%,-2,0.4%,-11,4%,1%,1%
CCCCc1cc(=O)oc2cc(C)cc(OCC(=O)NCCN3CCOCC3)c12,-3%,68%[activator],-1%,-5,2.3%,-3&18,-13%,-18%,0%
CCOC(=O)c1c(NC(=O)Cn2ccsc2=N)sc(C)c1C,-26%,9%[57.1 µM],-6%,-3,3.7%,-4,-10%,3%,5%
CSc1cccc(NC(=O)c2cccc3cccnc23)c1,-25%,3%,9%,-1,1.9%,-2,-2%,8%,-4%
CC(Sc1nncs1)C(=O)Nc1ccc(S(=O)(=O)Nc2ncccn2)cc1 (configuration not stated),-9%,-2%,-6%,2,nt,-10,10%,-10%,5%
C=CCNc1ncnc2c1[nH]c1ccc(C)cc12,-23%,83%[activator],2%,-1,-0.8%,-4,-15%,6%,-1%
CCOP(=O)(OCC)C(NC(=O)Nc1cccc(Cl)c1)C(N)=O (configuration not stated),-4%,6%,-3%,7,0.0%,-13,-14%,8%,-1%
CC1(C)CC(=O)c2sc(NS(=O)(=O)c3ccc(F)cc3)nc2C1,2%,-2%[57.1 µM],-8%,-1,?,-9,-4%,-4%,1%
COc1ccc(-c2nc(CSCC(=O)N3CCN(C4CCCCC4)CC3)c(C)o2)cc1OC,-3%,1%,1%,-3,nt,-1,2%,-4%,2%
Cc1ccc(/C=C/C(=O)NCC2COc3ccccc3O2)o1 (configuration not stated),-1%,5%,10%,3,0.4%,-1,1%,-1%,-6%
O=C(O)c1cccnc1SCC(=O)N1CCCc2ccccc21,-24%,-3%,-4%,0,-8.1%,30,-23%,8%,-1%
CCc1ccccc1-n1c(SCC(=O)Nc2ccc(C)cc2)nc2n[nH]c(C)c2c1=N,0%,1%[57.1 µM],-7%,-2,7.0%,-1,0%,-25%,-15%
